Compound activity deposited in PubChem BioAssay by several laboratories.
SSB-PriA inh = K. pneumoniae PriA-SSBct interaction inhibition; 430,000 tested, 0.6% active; inhibition, % at 33 µM; AID 1272365; AlphaScreen SSBct-PriA binding, biotinylated peptide; in the data active = inhibition mostly above about 37%, no sharp cut-off; inactive = mostly below about 20%;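 also: plate controls were negative control peptide for no effect and reference peptide for full effect; strong numbers were not always called active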
PrPC TRFRET = inhibitors of human cell surface prion protein PrPC; P04156; TR-FRET read-out; inhibition, % at 13.8 µM; 370,000 tested, 0.43% active; in the data active = inhibition above about 24%; also: 0% = median of the test wells and 100% = reference compound wells
TcdB GH inh = inhibitors of Clostridioides difficile toxin B glycohydrolase; TcdB glycohydrolase enzymatic assay, plate reader; AID 652162; inhibition, % at 9.99 µM; P18177; 350,000 tested, 0.24% active; in the data active = inhibition above about 10%
Y pestis TopoI = inhibitors of Yersinia pestis topoisomerase I; AID 504884; activity, % at 10 µM; Y. pestis Topo-I cleavage product accumulation, plate reader; 360,000 tested, 0.064% active; in the data active = activity above about 50%, passing the limit was not always enough; also: inactives centre near 2
Rv3671c protease = inhibits the M. tuberculosis serine protease Rv3671c; 320,000 tested, 0.048% active; P9WHR9; inhibition, % at 5.96 µM; AID 2606; in the data active = inhibition above about 38%;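 also: extracellular domain of Rv3671c used as enzyme; 0% = enzyme with DMSO and 100% = no enzyme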
Target sequence (P9WHR9 whole entry, looked up, the tested form may be a part): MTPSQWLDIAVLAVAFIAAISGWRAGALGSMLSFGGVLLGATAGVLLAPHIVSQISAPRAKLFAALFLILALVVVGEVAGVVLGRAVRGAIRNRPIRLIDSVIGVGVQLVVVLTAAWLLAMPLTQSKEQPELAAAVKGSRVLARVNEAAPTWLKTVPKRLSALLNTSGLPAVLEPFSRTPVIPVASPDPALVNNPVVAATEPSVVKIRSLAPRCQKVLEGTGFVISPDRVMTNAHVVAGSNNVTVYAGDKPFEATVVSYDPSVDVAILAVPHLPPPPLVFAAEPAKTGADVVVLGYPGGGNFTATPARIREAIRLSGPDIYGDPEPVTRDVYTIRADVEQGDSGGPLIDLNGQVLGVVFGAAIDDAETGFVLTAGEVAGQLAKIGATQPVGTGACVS
3CLpro inhibitor = SARS-CoV 3CLpro protease inhibition. recombinant SARS-CoV 3CLpro, quenched FRET peptide cleavage. P0C6X7. inhibition, % at 6 µM. 290,000 tested, 0.14% active; in the data active = inhibition above about 12%
CCHF vOTU inh = blocks the CCHF virus ovarian tumor domain protease; CCHFV vOTU protease, Pep-AMC fluorescence; inhibition, % at 11.5 µM; 370,000 tested, 0.55% active; in the data active = inhibition above about 30%; also: 0% = vehicle wells with enzyme and 100% = no enzyme wells
DUSP3 inh = blocks human VHR1 dual specificity phosphatase; AID 1654; recombinant VHR phosphatase, pNPP absorbance; 290,000 tested, 0.52% active; inhibition, % at 13.3 µM; in the data active = inhibition above about 50%; also: some compounds called inactive have numbers as strong as hits
Target sequence (P51452 whole entry, looked up): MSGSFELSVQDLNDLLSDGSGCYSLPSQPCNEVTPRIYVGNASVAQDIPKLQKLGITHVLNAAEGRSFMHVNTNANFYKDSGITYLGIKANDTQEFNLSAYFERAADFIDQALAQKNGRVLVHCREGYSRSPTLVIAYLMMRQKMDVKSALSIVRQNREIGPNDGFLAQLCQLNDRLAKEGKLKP
MazF activator = activators of E. coli MazEF toxin-antitoxin RNase; activation, % at 20 µM; FAM/BHQ RNA-DNA oligo cleavage fluorescence, 5 h; 350,000 tested, 0.32% active; in the data active = activation above about 50%
Target sequence (P0AE70 whole entry, looked up): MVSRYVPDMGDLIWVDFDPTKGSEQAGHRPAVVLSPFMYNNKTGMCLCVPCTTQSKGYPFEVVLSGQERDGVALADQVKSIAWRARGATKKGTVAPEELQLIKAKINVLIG
Vc quorum ag = quorum light induction in luxS cqsA deficient V. cholerae. AID 588436. V. cholerae BH1578 lux reporter, luminescence, 6 h. 350,000 tested, 0.16% active. activation, % at 18.7 µM; in the data active = activation mostly above about 9.7%, no sharp cut-off; also: not every result past the cut was called active; inactives centre near 0; reference of the scale not given here
An asterisk follows results filed as active; i = inactive; nt = not tested or not shown.

SMILES	SSB-PriA inh	PrPC TRFRET	TcdB GH inh	Y pestis TopoI	Rv3671c protease	3CLpro inhibitor	CCHF vOTU inh	DUSP3 inh	MazF activator	Vc quorum ag
O=C(OCN1C(=O)c2ccccc2C1=O)c1ccc(Cl)nc1	7.2	-1.0	-0.1	6.7	2.5	1.9	2.5	18.7	10.3	-1.2
O=C(CCc1nnc(CCCCc2ccccc2)o1)N1CCC(N2CCCC2)CC1	7.8	-5.0	0.9	22.1	6.0	1.4	-3.5	3.1	5.2	-0.3
COC(=O)/C=C1\SC(=Nc2ccc(OC)cc2)NC1=O	-10.3	-13.2	0.6	3.4	-0.3	0.6	-0.7	22.2	2.9	i
CCCn1c(SCC(=O)N(C)C2CCCCC2)n[nH]c1=O	nt	4.8	1.3	2.1	nt	nt	10.7	nt	4.5	0.5
CCOC(=O)CN[C@H]1CCC2C3CC=C4C[C@@H](O)CC[C@]4(C)C3CC[C@@]21C (stereo partly specified)	-25.9	-1.5	-0.1	25.8	5.4	nt	13.3	nt	-4.7	i
CSc1nc2cc(Oc3cccc(Cl)c3Cl)c(Cl)cc2[nH]1	-6.2	4.6	1.5	-7.7	-65.8	2.5	29.5	25.6	49.7	i
COc1ccc(S(=O)(=O)NCCc2nnc3ccc(SCc4cccnc4)nn23)cc1	-5.8	5.7	5.9	5.3	-6.5	-6.6	-9.9	25.1	9.2	-0.2
CCn1nc(C)c(CNC(=O)c2cc(COc3ccc(C)nc3)on2)c1C	4.8	-0.2	-0.4	3.1	-4.6	1.6	16.8	15.0	4.1	i
Cc1ccccc1N1C(=O)CC(N2CCC(C(N)=O)CC2)C1=O (stereo unspecified)	2.7	-3.8	0.0	5.2	4.4	-3.9	-6.8	8.5	2.6	-4.8
COc1ccc(CNc2nc3c(c(=O)n(Cc4ccc(Br)cc4)c(=O)n3C)n2C)cc1	9.5	0.3	nt	5.1	2.4	-3.4	-5.1	31.8	3.4	-0.2
COC(=O)c1c(NC(=O)C2CC=CCC2C(=O)O)sc2c1CCCCC2 (stereo unspecified)	3.4	0.0	1.9	4.7	-2.6	6.5	4.4	31.5	6.8	-0.3
O=C(NCc1ccc(Cl)cc1)c1ccc2nc[nH]c2c1	-2.1	12.0	-0.7	-2.3	nt	-2.0	1.3	-3.6	-5.4	-1.0
COc1ccccc1NC(=O)/C(=C/c1cccc([N+](=O)[O-])c1)c1ccccc1	0.8	-1.1	nt	9.0	-21.6	-3.7	-8.3	9.6	0.8	-0.5
O=C1Nc2ccc(S(=O)(=O)N3CCCCCC3)c3cccc1c23	-8.5	-10.2	2.1	2.2	11.9	-4.2	-3.3	4.6	-0.3	-0.4
CCN1CCN(CCOc2cccc(Cl)c2Cl)CC1	-9.0	-6.2	1.6	1.0	10.4	-3.4	13.3	7.8	-13.7	-0.7
NC(Cc1ccc(C(F)(F)F)cc1)c1csc(NC(=O)Nc2ccccc2Cc2ccccc2)n1 (stereo unspecified)	nt	-1.6	0.5	-1.8	nt	nt	24.7	nt	nt	i
COc1ccc(CCNC(=O)c2csc3c2CCCC3)cc1OC	-1.2	10.1	0.6	7.2	3.9	3.0	-9.9	-9.9	-10.8	i
CCCCCCCN1CCC(=O)N([C@H](CO)Cc2ccccc2)CC1	8.1	-6.5	1.0	13.3	3.8	1.0	13.9	24.4	-1.4	-0.4
CCOc1ccc(NS(=O)(=O)c2cc3c4c(c2)C(C)C(=O)N4CCC3)cc1 (stereo unspecified)	-4.9	3.8	0.2	11.9	9.2	4.4	-6.3	7.1	7.0	3.1
Cc1ccc(OCCC(=O)OCC(=O)N2c3ccccc3NC(=O)C2(C)C)cc1	-10.3	6.4	1.9	36.8	-3.2	nt	3.6	nt	3.9	-2.9
C#CCN(CC=C)C(=O)c1cccc(OC2CCN(S(C)(=O)=O)CC2)c1	-6.0	5.2	0.7	6.4	-1.0	-2.3	-2.5	37.9	12.0	i
O=C(Cn1nnc2ccccc2c1=O)NC1CCCCC1	-5.7	-7.7	0.0	-4.9	-6.0	-3.5	8.7	1.8	5.3	i
Cc1cc(C)n(-c2nc3ccccc3nc2N2CCN(S(=O)(=O)c3ccc(F)c(C)c3)CC2)n1	-12.8	-1.1	0.4	-2.2	-1.6	-0.2	6.7	-7.5	-11.6	-3.7
C=CCc1c(C)nc(SC)nc1Nc1ccccc1	-17.0	11.8	nt	2.4	-8.4	-0.4	-1.9	-1.0	3.9	-2.5
Cc1cc(C(=S)N2CCOCC2)c(C)n1-c1ccc(Cl)cc1	4.9	8.5	nt	15.0	-23.7	-1.2	6.3	5.1	0.9	-0.3

The listing continues:
SMILES	SSB-PriA inh	PrPC TRFRET	TcdB GH inh	Y pestis TopoI	Rv3671c protease	3CLpro inhibitor	CCHF vOTU inh	DUSP3 inh	MazF activator	Vc quorum ag
O=C(NC1CC1)c1ccc(NC(=O)C2CCCCC2)cc1	-12.8	-5.0	1.1	4.6	nt	nt	4.5	nt	7.9	i
CC1CC(C)CN(C(=O)COC(=O)c2ccc3c(c2)OCO3)C1 (stereo unspecified)	0.4	3.1	-2.0	5.2	2.1	nt	6.1	nt	10.1	-0.2
CCN(CC)CCNC(=O)CNC(=O)c1nn(-c2ccc(OC)cc2OC)c(=O)c2ccccc12	1.0	0.4	2.5	3.7	-0.2	5.3	-3.1	-6.2	7.4	i
N#CC(C#N)=C1C=C2C=C(N3CCCCCC3)CCC2CC1 (stereo unspecified)	-49.0	-44.5	-0.4	-2.5	nt	-87.1	0.4	-11.1	-680.0	1.1
COc1ccccc1-c1nnc2sc(COc3ccc(F)cc3)nn12	-8.0	0.9	nt	19.1	-12.5	-7.3	-12.2	-4.2	7.8	-0.1
Cc1ccc(N(CC(=O)Nc2ccc(-c3nc4ccc(C)cc4s3)cc2)S(C)(=O)=O)cc1	-21.6	5.9	nt	2.8	-8.6	-7.3	-9.4	20.9	1.2	i
COCCNC(=O)C(c1cccc(OC)c1)N(C(=O)Cn1nnc2ccccc21)c1cccnc1 (stereo unspecified)	-14.0	1.6	nt	5.3	-0.9	8.8	2.3	3.7	4.6	i
Cn1ncc(Cl)c(Oc2ccc(Cl)cc2)c1=O	-10.8	4.5	nt	2.1	-3.4	-2.8	23.9	-1.7	-2.1	0.0
CCn1c(C(C)NC(=O)Cc2ccccc2)nc2ccccc21 (stereo unspecified)	-16.2	0.3	nt	-4.9	-3.0	-1.4	-10.9	25.0	-16.2	-2.9
CCS(=O)(=O)c1ccc2oc(Nc3ccccc3Br)nc2c1	-0.1	-4.5	1.5	8.9	-2.1	-0.8	-4.8	17.9	-8.2	-0.5
[O-][n+]1cccc2c(Br)cc(Br)c(O)c21	69.1*	-5.8	0.3	-3.1	-36.9	0.1	-1.7	28.3	3.5	-0.2
Cc1ccccc1S(=O)(=O)NC(=O)C1(C)CCN1C(=O)c1ccccc1CCc1ccccc1 (stereo unspecified)	nt	-5.0	-5.0	11.6	nt	nt	10.0	nt	nt	i
Cc1ccc(C(=O)C2C(c3cccs3)NC(=O)NC2(O)C(F)(F)F)cc1 (stereo unspecified)	-12.3	-5.7	nt	9.0	1.4	4.3	9.0	9.1	4.3	i
CC(C)Oc1ccc(C(=O)NCC(=O)O)cc1	-1.6	5.6	-0.5	0.5	-13.2	3.0	5.0	1.5	-0.1	-0.5
COCC1OS(=O)(=O)NC(CC(=O)SC(C)(C)C)C1C (stereo unspecified)	-5.7	-4.6	0.7	9.7	2.4	-4.5	13.8	-22.2	-11.9	i
COc1cccc(C2NC(=O)NC(C)=C2C(=O)Nc2cccc(C)c2C)c1 (stereo unspecified)	-6.5	-4.4	nt	-7.4	-12.0	2.9	0.9	14.1	8.8	-5.0
Cc1nc2ccc(NC(=O)c3nn(C(C)C)c(=O)c4ccccc34)cc2s1	1.8	-0.2	nt	4.7	-3.9	-1.8	-4.8	19.2	-0.2	0.3
CCOP(=O)(OCC)/C(C#N)=C/c1c[nH]c2ccccc12	-24.1	-15.0	0.7	8.3	7.2	2.1	4.3	17.9	5.0	-0.4
CCOc1ccc(OCC(=O)OCC(=O)N2CCN(C(=O)c3ccco3)CC2)cc1	12.1	-6.5	2.1	1.9	1.1	nt	-12.3	nt	-10.7	i
O=C(Nc1ccc(OC(=O)c2cccs2)cc1)c1ccco1	-12.9	-1.9	nt	-1.7	-11.0	-4.4	-29.6	20.4	-1.4	3.7
O=C(CSc1nc2ccccc2c(=O)n1CC1CCCO1)NCc1ccccc1 (stereo unspecified)	5.6	4.4	0.5	19.8	7.3	-1.9	-5.4	17.1	8.9	-6.2
CC(C)CNC(=O)c1c(F)c(F)c(F)c(F)c1F	-6.4	3.6	10.4*	-1.9	1.8	4.6	4.1	-11.3	-4.2	0.9
CCCCSc1nnc(CCCCCNC(=O)OC(C)(C)C)o1	-8.9	2.9	nt	25.8	-1.7	-0.1	21.1	20.9	4.8	-6.2
C=CCn1cc(C(=O)NCc2ccc3c(c2)OCO3)c(=O)c2cc(S(=O)(=O)N(CC)CC)ccc21	-2.8	6.5	nt	16.9	nt	4.0	-2.4	2.9	-6.6	-0.2
COc1ccc([N+](=O)[O-])cc1NC(=O)C(C)OC(=O)Cn1[nH]c(=O)c2ccccc2c1=O (stereo unspecified)	-11.8	-13.7	0.2	-2.4	3.1	nt	13.9	nt	1.4	-1.4

Continuation:
SMILES	SSB-PriA inh	PrPC TRFRET	TcdB GH inh	Y pestis TopoI	Rv3671c protease	3CLpro inhibitor	CCHF vOTU inh	DUSP3 inh	MazF activator	Vc quorum ag
O=C(CCn1ccc2cc(S(=O)(=O)N3CCCC3)ccc21)NCCc1ccccc1	-5.4	0.3	1.0	20.0	-4.8	-1.2	1.0	8.0	1.7	-1.0
COCC(C)n1c(C)cc(C(=O)Cn2nc(C(=O)O)c3ccccc3c2=O)c1C (stereo unspecified)	5.1	-4.6	0.9	17.5	-2.5	-0.7	22.4	1.8	3.0	i
CCCCOC(=O)NC1CCc2cc(OC)c(OC)c(OC)c2-c2ccc(SC)c(=O)cc21 (stereo unspecified)	-0.5	-7.1	0.9	10.3	nt	nt	18.4	nt	9.1	i
CCOC(=O)C1(Cc2ccc(OC)cc2)CCN(C(=O)CCc2cnccn2)CC1	-1.5	3.6	2.0	5.2	4.2	2.9	-9.8	-0.1	-0.3	-0.3
Cc1ccc(NC(=O)Cc2nnc(SCC(=O)c3ccc(Br)cc3)n2C)cc1Cl	nt	0.7	0.7	nt	10.1	-1.2	-14.7	26.4	nt	nt
CCOC(=O)N1CCC(N2Cc3cccc(C(=O)NCc4ccc5c(c4)OCO5)c3C2=O)CC1	-3.0	-14.2	1.0	26.0	-10.2	0.1	-0.6	31.5	9.7	i
Cc1ccc2nc(NCc3ccccc3)c(C=O)c(=O)n2c1	6.7	6.2	nt	-1.1	8.1	-2.7	-16.8	4.4	4.4	-0.4
CCNC(=O)/C(C#N)=C/c1c(N2CCCCCC2)nc2ccccn2c1=O	0.0	-8.2	1.1	5.6	-10.3	-2.4	-63.8	12.5	0.1	i
O=C(O)CCC(=O)Nc1ccccc1C(=O)NCc1ccccc1	7.4	-3.3	nt	-5.3	-8.9	5.7	-10.9	-6.7	1.1	-0.3
COc1cc(C2NC(=O)c3ccccc3O2)cc(OC)c1OC (stereo unspecified)	-0.7	-1.8	nt	4.2	-1.8	3.5	-21.9	-13.1	-0.3	-0.4
CC(=O)N=c1sc(S(N)(=O)=O)nn1C	-9.6	4.4	0.8	-7.4	-5.7	-0.2	7.3	-3.0	9.5	0.8

Retrieved by structure from the list above:
SMILES	SSB-PriA inh	PrPC TRFRET	TcdB GH inh	Y pestis TopoI	Rv3671c protease	3CLpro inhibitor	CCHF vOTU inh	DUSP3 inh	MazF activator	Vc quorum ag
COc1ccccc1-c1nnc2sc(COc3ccc(F)cc3)nn12	-8.0	0.9	nt	19.1	-12.5	-7.3	-12.2	-4.2	7.8	-0.1
CCOc1ccc(OCC(=O)OCC(=O)N2CCN(C(=O)c3ccco3)CC2)cc1	12.1	-6.5	2.1	1.9	1.1	nt	-12.3	nt	-10.7	i
Cc1ccc(NC(=O)Cc2nnc(SCC(=O)c3ccc(Br)cc3)n2C)cc1Cl	nt	0.7	0.7	nt	10.1	-1.2	-14.7	26.4	nt	nt
O=C(NCc1ccc(Cl)cc1)c1ccc2nc[nH]c2c1	-2.1	12.0	-0.7	-2.3	nt	-2.0	1.3	-3.6	-5.4	-1.0

A portion of the library. The share of hits here may be higher or lower than overall.
